High-throughput results from PubChem BioAssay.
HCT116 bCat-KO = beta-catenin-lacking colon tumor cell growth suppression; HCT116 beta-catenin knockout viability, CellTiter-Glo, 60 h; stronger effect = lower value; viability, % at 10 µM; hit rate 1.5% among 140,000; AID 818;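 active means viability at or under a set limit, the compound median less 4 SD, cut at about 6% in these data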;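 further: 0% = Hyamine 1622 control at 20 µM and 100% = untreated cell control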
PTEN del growth = growth suppressors of cells with PTEN tumor suppressor deletion. viability, % at 10 µM. hit rate 1.2% among 140,000. AID 827. HCT116 PTEN-null viability, CellTiter-Glo, 60 h; stronger effect = lower value;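 active means viability at or below a set limit, 4 SD under the median of all tested compounds, cut at about 3.7% in these data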;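 further: PTEN knockout HCT116 line with beta catenin targeted HCT116 as companion control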
NPY-Y2 antag = antagonists of human neuropeptide Y receptor Y2. P49146. inhibition, % at 2.7 µM. hit rate 0.99% among 140,000. NPY-Y2 expressing cells, antagonist mode; in the data active means inhibition above about 17%;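 further: 0% = vehicle with agonist challenge and 100% = reference antagonist with challenge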
Target sequence (P49146 whole entry, looked up): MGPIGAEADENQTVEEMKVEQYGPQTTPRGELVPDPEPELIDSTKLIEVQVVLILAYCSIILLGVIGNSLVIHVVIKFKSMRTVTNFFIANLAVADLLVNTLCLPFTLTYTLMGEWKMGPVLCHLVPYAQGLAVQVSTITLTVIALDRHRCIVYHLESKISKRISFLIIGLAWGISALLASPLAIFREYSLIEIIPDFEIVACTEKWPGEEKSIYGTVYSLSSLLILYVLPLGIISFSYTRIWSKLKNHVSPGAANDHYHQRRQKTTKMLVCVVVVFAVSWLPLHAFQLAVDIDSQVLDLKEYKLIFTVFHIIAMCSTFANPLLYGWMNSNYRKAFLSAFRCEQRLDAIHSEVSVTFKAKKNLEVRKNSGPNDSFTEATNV
GALR2 antag = GALR2 (human) receptor antagonism; O43603; GALR2-expressing cells, antagonist mode; inhibition, % at 4 µM; hit rate 0.39% among 140,000; AID 828; in the data active means inhibition above about 27%;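 further: cells stimulated with galanin 1-16 at roughly its EC80; 0% = agonist challenge control and 100% = basal control without agonist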
Target sequence (O43603 whole entry, looked up): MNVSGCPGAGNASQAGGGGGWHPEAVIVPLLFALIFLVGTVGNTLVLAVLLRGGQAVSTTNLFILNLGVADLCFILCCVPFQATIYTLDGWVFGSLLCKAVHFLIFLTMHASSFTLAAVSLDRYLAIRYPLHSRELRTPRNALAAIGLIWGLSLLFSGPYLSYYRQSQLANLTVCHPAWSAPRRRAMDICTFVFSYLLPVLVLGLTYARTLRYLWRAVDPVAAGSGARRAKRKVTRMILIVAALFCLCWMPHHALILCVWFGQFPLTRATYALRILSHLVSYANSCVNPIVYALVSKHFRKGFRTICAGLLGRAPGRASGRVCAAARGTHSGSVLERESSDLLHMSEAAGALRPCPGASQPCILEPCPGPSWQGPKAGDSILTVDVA
E-sel TNF inh = TNF alpha driven E-selectin expression inhibition; AID 1246; hit rate 0.71% among 120,000; inhibition, % at 2 µM; HUVEC TNFa-induced E-selectin immunofluorescence, high content;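 active means inhibition above the batch mean plus 3 SD, and confirmed as a hit on visual image review, cut at about 43% in these data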;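 further: 0% = TNF-stimulated DMSO wells and 100% = unstimulated control wells; not every result past the cut was called active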
Phagocytosis inh = inhibitors of macrophage phagocytosis. inhibition, % at 5 µM. AID 1029. J774A.1 macrophage IgG-bead phagocytosis, imaging. hit rate 0.07% among 110,000;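 active means inhibition above the mean of the plate negative controls plus 5 SD, cut at about 13% in these data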;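 further: phagocytic index as fraction of beads internalized from green versus red external bead signal; plate controls were DMSO negative control for no effect and cytochalasin-D positive control for full effect; some results beyond the cut were filed as inactive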
Measles CPE = protection of cells from measles virus; Measles virus-infected cells, CPE protection, absorbance; hit rate 1.5% among 140,000; protection (pct of control), % at 4 µM; in the data active means protection mostly above about 24%, no sharp cut-off; inactive means mostly below about 26%; further: some compounds called inactive have numbers as strong as hits
MRP-1 activ = activators of MRP-1; H69AR cells + doxorubicin, viability rescue, CellTiter-Glo; viability increase, % at 10 µM; hit rate 0.61% among 140,000; AID 799;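 active means viability gain under doxorubicin at or above a set limit, the compound median plus 3 SD, cut at about 4.7% in these data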;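 further: MRP-1 overexpressing cells given doxorubicin 25 µM after compound pretreatment; 18-22 h compound pretreatment then 72 h with doxorubicin before readout; 0% = doxorubicin-only wells and 100% = vehicle-treated cells without doxorubicin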
Yeast growth inh = yeast BB579 growth reduction in restrictive medium. S. cerevisiae BB579 growth, OD615, 48 h. inhibition, % at 10 µM. hit rate 0.51% among 140,000;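 active means inhibition above a set limit, 3 SD over the mean compound inhibition, cut at about 44% in these data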; further: inactives centre near -24
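Assay system: S. cerevisiae DeaD strain BB579 yeast. Medium: CSMM-D restrictive synthetic medium containing dextrose (glucose). Times: 4 h cell preincubation, 48 h compound exposure, 30 °C humidified. Signal: OD615 turbidity measurement. Benchmarks: positive control amphotericin B 10 µg/mL.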
Yeast life ext = extends the lifespan of yeast | S. cerevisiae growth with nicotinamide, OD615; deaD strain in restrictive glucose medium | inhibition of the nicotinamide effect, % at 10 µM | AID 775 | hit rate 0.68% among 130,000;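 active means inhibition above a set limit, placed 3 SD over the median of all compounds, cut at about 26% in these data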;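 further: 0% = nicotinamide-treated wells and 100% = cells grown without nicotinamide; some compounds called inactive have numbers as strong as hits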
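Test system – modified budding yeast, DeaD strain · Compound – single dose 10 µM compound, 0.25% DMSO · Times – culture preincubation 4 h, compound exposure 48 h, both 30 °C · Detection – optical density (absorbance) at 615 nm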
* marks the source's active call; other numbers are inactive results; / = no result given.

The line under a structure holds: GALR2 antag, E-sel TNF inh, Yeast life ext, Phagocytosis inh, MRP-1 activ, Measles CPE, PTEN del growth, NPY-Y2 antag, HCT116 bCat-KO, Yeast growth inh
(1) N#Cc1cc([N+](=O)[O-])cnc1NCC(O)CO (stereo not given)
    4, 16, 7, /, -1.0, 7, 105, 1, 98, -40
(2) CCS(=O)(=O)N1CCC(C(=O)NCc2cccnc2)CC1
    1, /, 6, /, -0.1, 5, 89, 1, 94, -33
(3) CCOC(=O)N1CC=C2C(C#N)=C(N)C(C#N)(C#N)[C@H](c3ccc(OCC)c(OCC)c3)[C@H]2C1
    -4, -5, -19, 0, -1.7, 22, 97, -1, 94, -4
(4) Cc1cc(Oc2ccccc2)nc(SCC(N)=O)n1
    -5, -13, -6, 0, 0.2, 8, 93, 2, 105, -31
(5) CC(=O)c1cccc(S(=O)(=O)N(Cc2cc3cc4c(cc3[nH]c2=O)OCCO4)CC2CCCO2)c1 (stereo not given)
    -5, /, -6, -1, -2.8, 8, 97, -1, 95, -28
(6) O=C(Nc1nccs1)c1cc(S(=O)(=O)N2CCCCC2)ccc1Cl
    7, -18, -11, 1, 1.1, 2, 82, -2, 88, -21
(7) Cc1ccc(-n2nc(C)c(/C=N/NC(=O)c3cccnc3)c2Cl)cc1
    6, -8, -7, -3, -4.2, 13, 93, 0, 84, -9
(8) CCn1c(=S)[nH]c2nc3c(cc2c1=O)CCCC3
    15, 5, 0, /, -1.8, 23, 83, -1, 86, -28
(9) CC(C)(C)N1NC(=O)Nc2ccccc2C1=O
    -8, -1, -9, -2, -2.0, 5, 91, 3, 109, -12
(10) Cc1noc(C)c1CSc1ncnc2sc3c(c12)CCCCC3
    -8, -1, -6, 0, -0.3, 18, 61, 3, 58, -34
(11) CCn1c(SCc2cccc(C(F)(F)F)c2)nnc1-c1ccco1
    -2, -6, -5, /, -3.0, 5, 92, 6, 92, -12
(12) Cc1nc(Cl)sc1C(=O)O
    -5, -30, -4, 1, 1.0, 6, 99, 3, 87, -21
(13) CCC(C)NC(=O)c1cc(-c2ccccc2O)on1 (stereo not given)
    6, /, -2, 0, 0.0, 10, 113, 4, 101, -84
(14) O=C(COC(=O)C1(c2ccc(Cl)cc2)CCCC1)Nc1ncc(C(F)(F)F)cc1Cl
    -2, /, 3, -9, 0.9, 15, 90, 5, 94, -54
(15) Cc1cccc(OCc2nnc(SCC(=O)N(C(C)C)C(C)C)n2Cc2ccco2)c1C
    -15, -5, -10, -1, -1.6, 8, 78, 2, 83, -10
(16) CCCOc1cc(C)nc(-c2ccccc2O)n1
    -3, 5, -11, 1, -2.6, 1, 84, 2, 96, -20
(17) CCOC(=O)c1sc(NC(=O)CSc2nnnn2-c2ccc(C)c(C)c2)nc1C
    -11, 25, -6, -1, -2.4, 5, 95, 1, 102, -14
(18) CCCC(=O)N1c2ccccc2C(=C2SC(C(=O)OC)=C(C(=O)OC)S2)C(=S)C1(C)C
    0, -2, /, /, -4.4, 13, 64, 11, 70, -5
(19) O=C(O)c1cc(-c2cccnc2)nn1-c1ccccn1
    6, -38, -6, -4, -0.8, 10, 107, 2, 101, -29
(20) COC(=O)c1ccc2c(c1)N(Cc1ccccc1F)C(=O)c1ccccc1S2=O (stereo not given)
    15, -16, -9, 0, -2.7, 4, 59, 5, 58, -4

10 of these compounds in another layout:
no.	compound	GALR2 antag	E-sel TNF inh	Yeast life ext	Phagocytosis inh	MRP-1 activ	Measles CPE	PTEN del growth	NPY-Y2 antag	HCT116 bCat-KO	Yeast growth inh
11	CCn1c(SCc2cccc(C(F)(F)F)c2)nnc1-c1ccco1	-2	-6	-5	/	-3.0	5	92	6	92	-12
12	Cc1nc(Cl)sc1C(=O)O	-5	-30	-4	1	1.0	6	99	3	87	-21
13	CCC(C)NC(=O)c1cc(-c2ccccc2O)on1 (stereo not given)	6	/	-2	0	0.0	10	113	4	101	-84
14	O=C(COC(=O)C1(c2ccc(Cl)cc2)CCCC1)Nc1ncc(C(F)(F)F)cc1Cl	-2	/	3	-9	0.9	15	90	5	94	-54
15	Cc1cccc(OCc2nnc(SCC(=O)N(C(C)C)C(C)C)n2Cc2ccco2)c1C	-15	-5	-10	-1	-1.6	8	78	2	83	-10
16	CCCOc1cc(C)nc(-c2ccccc2O)n1	-3	5	-11	1	-2.6	1	84	2	96	-20
17	CCOC(=O)c1sc(NC(=O)CSc2nnnn2-c2ccc(C)c(C)c2)nc1C	-11	25	-6	-1	-2.4	5	95	1	102	-14
18	CCCC(=O)N1c2ccccc2C(=C2SC(C(=O)OC)=C(C(=O)OC)S2)C(=S)C1(C)C	0	-2	/	/	-4.4	13	64	11	70	-5
19	O=C(O)c1cc(-c2cccnc2)nn1-c1ccccn1	6	-38	-6	-4	-0.8	10	107	2	101	-29
20	COC(=O)c1ccc2c(c1)N(Cc1ccccc1F)C(=O)c1ccccc1S2=O (stereo not given)	15	-16	-9	0	-2.7	4	59	5	58	-4

The results go on.
The line under a structure holds: GALR2 antag, E-sel TNF inh, Yeast life ext, Phagocytosis inh, MRP-1 activ, Measles CPE, PTEN del growth, NPY-Y2 antag, HCT116 bCat-KO, Yeast growth inh
(21) Cc1nc2cc(NC(=O)CCS(=O)(=O)c3ccccc3)ccc2s1
    9, 11, 19, -8, 2.4, 10, 106, 3, 94, -17
(22) CCc1ccc(N2CC(C(=O)NC3=NCCS3)CC2=O)cc1 (stereo not given)
    5, /, -12, /, 0.3, 8, /, 3, 99, -4
(23) O=C(NNc1ccc([N+](=O)[O-])cc1)C1CC1c1ccccc1 (stereo not given)
    6, -8, 2, 0, -0.5, 23*, 89, 10, 90, -52
(24) COc1ccc(S(=O)(=O)Nc2cccc(S(=O)(=O)N3CCCCCC3)c2)cc1
    -16, 71*, 6, 1, -1.8, 5, 98, 2, 86, -29
(25) COC(=O)c1sc(NC(=O)CSc2nnnn2-c2cccc(OC)c2)nc1C
    11, 7, /, /, -4.6, 19, 96, 3, 96, -24
(26) Cc1cccc(NC(=S)NCCO)c1C
    2, /, 10, 0, 0.0, 3, 92, -2, 101, -33
(27) Clc1ccc(OCCSCc2nc3ccccc3[nH]2)cc1
    1, 24, -12, 0, -1.2, 16, 76, 3, 63, -48
(28) CCOC(=O)c1sc(NC(=O)CCCCCN2C(=O)c3cccc4cccc(c34)C2=O)nc1C
    0, -25, -3, /, -3.0, 11, 15, 1, 18, -53
(29) CCOCCCNC(=O)C1CCN(c2cc(C)nc3c(-c4ccc(OC)c(OC)c4)c(C)nn23)CC1
    7, -2, -14, 0, -6.3, 4, 63, -4, 72, -28
(30) CCCNC(=O)CSc1nnc(-c2ccco2)n1C
    2, 13, -17, 0, -2.4, 3, 97, 0, 101, 9
(31) Clc1ncnc2c1oc1ccccc12
    19, 13, -6, -1, -1.7, 13, 9, 2, 4.1*, 3
(32) Cn1c(SCC(=O)c2ccc(F)cc2)nnc1-c1ccccc1N
    -3, -8, -11, 1, -1.4, 16, 82, 0, 92, 14
(33) CCOC(=O)Nc1ccc2c(CN3CCN(S(=O)(=O)c4ccccc4)CC3)cc(=O)oc2c1
    6, -2, /, /, -1.2, 7, 85, 1, 79, -42
(34) CCOc1ccc2[nH]c(S(=O)(=O)CC)nc2c1Cl
    9, -6, 6, -1, 0.7, 3, 100, 3, 108, -40
(35) O=c1ccc(Oc2nc(N3CCOCC3)nc(N3CCOCC3)n2)n[nH]1
    -1, -12, -8, /, -1.9, 3, 90, 2, 82, -17
(36) CC(=O)c1c(N)[nH]c(-c2ccccc2)nc1=S
    0, /, -6, -1, -4.9, 3, 87, -1, 88, -12
(37) CCCS(=O)(=O)N1CCCC(C(=O)N2CCOCC2)C1 (stereo not given)
    0, -7, -23, -1, -2.0, 5, 93, 1, 93, -2
(38) COc1ccc(C(=O)N/C(=C\c2cn(C)c3ccccc23)C(=O)OCC(C)C)cc1
    2, -10, -2, -6, -0.1, 9, 107, -1, 101, 6
(39) CCOC(=O)C1(C/C(C)=N/NC(N)=O)CC(C)OC1=O (stereo not given)
    9, /, -1, -10, -3.1, 6, 95, 1, 99, 7
(40) O=C1CC(N2CCN(C3CC(=O)N(CCc4ccccc4)C3=O)CC2)C(=O)N1CCc1ccccc1 (stereo not given)
    -3, -6, -3, 0, -1.7, 4, 92, -1, 86, -30

The list continues.
The line under a structure holds: GALR2 antag, E-sel TNF inh, Yeast life ext, Phagocytosis inh, MRP-1 activ, Measles CPE, PTEN del growth, NPY-Y2 antag, HCT116 bCat-KO, Yeast growth inh
(41) Cn1cnnc1SCC(=O)NCCC(c1ccccc1)c1ccccc1
    1, 17, -22, 0, -2.6, 28, 99, -1, 97, -33
(42) CC1CC(c2ccccc2)n2nc(NC(=O)CCc3ccccc3)nc2N1 (stereo not given)
    3, 16, -1, 2, -1.0, 24, 93, 2, 93, -10
(43) CCN1CCCC1CNC(=O)CCNC(=O)c1cc(OC)c(OC)c(OC)c1 (stereo not given)
    12, 1, 1, -1, -1.5, 3, 86, -1, 82, -30
(44) CC(C)CC(=O)NC(=S)Nc1nc(-c2cccc3ccccc23)cs1
    -92, 0, -6, /, -0.9, 8, 85, 2, 86, -19
(45) COc1cc(/C=N/n2cnnc2)ccc1OCC(=O)N1CCOCC1
    5, 4, 3, -4, -0.3, 10, 92, 0, 92, -53
(46) CC(C)(CNC(=O)c1ccc([N+](=O)[O-])c(Cl)c1)CNC(=O)c1ccc([N+](=O)[O-])c(Cl)c1
    -5, -17, -3, /, -5.5, 3, 2.1*, 3, 2.0*, -27
